Bioassay records: PubChem BioAssay, several laboratories
VIM-2 inh – inhibitors of Pseudomonas aeruginosa VIM-2 metallo-beta-lactamase; AID 1527; hit rate 0.89% among 290,000; inhibition, % at 5.6 µM; purified VIM-2, nitrocefin hydrolysis, epi-absorbance fluorescence;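 active means inhibition above the mean of all tested compounds plus 3 SD, cutoff set per screening run, cut at about 7.5% in these data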;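 further: red hydrolysis product quenches plate fluorescence so inhibitors raise well fluorescence; 0% = enzyme with DMSO and 100% = DMSO without enzyme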
NS3 helicase inh – HCV NS3 helicase inhibition; hit rate 0.56% among 290,000; inhibition, % at 10.9 µM; NS3 helicase DNA unwinding, Cy5 molecular beacon fluorescence;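 active means inhibition above the mean of all tested compounds plus 3 SD, set per campaign, cut at about 35% in these data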;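 further: 0% = DMSO wells and 100% = thioflavine S control wells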
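Measured by: Cy5 fluorescence, 0 and 60 min reads / Assay system: NS3 helicase fragment of HCV / Control set: low DMSO, high thioflavine S at 110 µM / Times: 1 h reaction at 25 °C, ATP-initiated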
NALP1 yeast inh – blocks the NALP1 inflammasome reconstituted in yeast; S. cerevisiae NALP1/ASC/caspase-1 growth, X-gal OD620, 72 h; inhibition, % at 10 µM; hit rate 0.61% among 280,000; in the data active means inhibition mostly above about 24%, no sharp cut-off; inactive means mostly below about 32%; further: some compounds called inactive have numbers as strong as hits
DNA FID counter – fluorescent intercalator displacement, NS3 helicase counter-screen. inhibition, % at 7.9 µM. DNA fluorescent intercalator displacement, fluorescence. hit rate 0.17% among 290,000; in the data active means inhibition above about 37%;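 further: 0% = vehicle and 100% = reference compound; higher means more ethidium bromide displaced from hairpin DNA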
IMP-1 inhibitor – blocks Pseudomonas aeruginosa IMP-1 metallo-beta-lactamase; purified IMP-1, nitrocefin hydrolysis, epi-absorbance fluorescence; inhibition, % at 5.6 µM; hit rate 0.45% among 290,000; AID 1556;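 active means inhibition above the mean plus 3 SD of all compounds in the same screening run, cut at about 4.5% in these data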;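 further: 0% = IMP-1 with DMSO and 100% = DMSO wells lacking enzyme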
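Test system: recombinant IMP-1 enzyme, purified / Medium: HEPES buffer pH 7.1 with ZnSO4 and Brij 35 / Doses: single dose, 5.6 µM / Times: 25 °C, 15 min preincubation, 25 min reaction / Detection: Epi-absorbance via hydrolysed-nitrocefin quenching of white-plate fluorescence, 480/530 nm, EDTA stop / Evaluation: percent inhibition from optical density relative to buffer-blank wells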
PfM18AAP inh – blocks P. falciparum M18 aspartyl aminopeptidase | recombinant PfM18AAP, H-Glu-NHMec fluorogenic cleavage | AID 1822 | hit rate 1.2% among 290,000 | inhibition, % at 7.35 µM;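 active means inhibition above the campaign mean inhibition over all tested compounds plus 3 SD, cut at about 28% in these data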;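 further: 0% = plate median of test compound wells and 100% = 2 mM ZnCl2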
MEKK2mut PB1 HTS – signal of MEK5 binding to mutant human MEKK2 PB1 domain; percent response, % at 10 µM; bead flow cytometry, Alexa488-MEK5 binding to MEKK2 mutant; hit rate 0.35% among 290,000; AID 1530; in the data active means percent response above about 24%, passing the limit was not always enough; further: inactives centre near 1; some results filed as inactive read as strong as hits
SUMO HTRF inh – SUMOylation inhibition; HTRF SUMOylation assay, SAE1/SAE2 + UBC9, in vitro; inhibition, % at 35 µM; hit rate 0.36% among 290,000; in the data active means inhibition above about 50%, passing the limit was not always enough; further: strong numbers were not always called active
Target sequence (P63279 whole entry, looked up): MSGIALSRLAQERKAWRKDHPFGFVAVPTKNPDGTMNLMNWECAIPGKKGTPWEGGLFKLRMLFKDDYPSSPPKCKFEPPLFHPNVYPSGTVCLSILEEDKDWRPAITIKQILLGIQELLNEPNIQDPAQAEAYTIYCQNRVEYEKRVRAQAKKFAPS
MEKK2wt PB1 HTS – raises or lowers MEK5 binding to wildtype human MEKK2 PB1 domain. Q9Y2U5. bead flow cytometry, Alexa488-MEK5 binding to MEKK2 WT; actives lie on both sides. binding response (% of control), % at 10 µM. hit rate 1.1% among 290,000. AID 1531; in the data active means binding response below about 67% or above about 130%
Starred values were filed as active, the others as inactive; . = not tested or not shown; [ ] = dose if it differs, or a comment. Compounds as they come (roughly 4.7% active in at least one column).

SMILES | VIM-2 inh | NS3 helicase inh | NALP1 yeast inh | DNA FID counter | IMP-1 inhibitor | PfM18AAP inh | MEKK2mut PB1 HTS | SUMO HTRF inh | MEKK2wt PB1 HTS
CCOC(=O)C1CCCN(C(=O)CCNS(=O)(=O)c2ccc3c(c2)CCC(=O)N3)C1 (stereo not drawn) | -4.5 | 4 | 3 | -9 | -4.4 | 1 | 18 | 9 | 90
CN(c1ccccc1)S(=O)(=O)c1cccc(NC(=O)c2ccncc2)c1 | -1.8 | -1 | . | -14 | -2.1 | 0 | 0 | 12 | 103
COc1ccc(N2C(=O)/C(=C\c3ccco3)N=C2SCC(N)=O)cc1Cl | -2.5 | 7 | 1 | -10 | -0.4 | 10 | -4 | 29 | 71
CCOc1ccc(NC(=O)CN2C(=O)COc3ccccc32)cc1 | -2.0 | 1 | 12 | -9 | -0.5 | -8 | 15 | 4 | 111
CC1=Nc2ccccc2/C1=C\c1nc(-c2ccccc2)oc1O | -1.4 | 0 | 1 | 2 | -5.0 | -1 | 6 | 15 | 4.0*
COc1ccccc1N1CCN(C(=S)NC(=O)/C=C/c2ccccc2)CC1 | -3.0 | -9 | 9 | -33 | -3.3 | -13 | 3 | 18 | 100
COCCN(C(=O)c1csnn1)C(C(=O)NC1CCCCC1)c1sccc1C (stereo not drawn) | -5.2 | 6 | 5 | -16 | -3.9 | 4 | 2 | 10 | 104
COc1ccc(C(=O)NC2CCCc3ccccc32)cc1S(=O)(=O)N1CCOCC1 (stereo not drawn) | 1.7 | 8 | 0 | -24 | 0.8 | -3 | . | 1 | .
COc1cc(C(=O)Nc2ccc(N3CCN(C(=O)c4ccc(C)cc4)CC3)cc2)cc(OC)c1OC | 0.7 | -13 | 8 | -59 | -0.9 | 3 | -5 | -9 | 97
COc1cc(OC)c(NC(=O)CNC(=O)Cn2ccc3ccccc3c2=O)cc1Cl | -1.1 | -9 | -68 | -10 | -1.0 | -10 | 2 | 15 | 102
COc1ccc(C(=O)Oc2cccc(Nc3ncnc4ccccc34)c2)cc1OC | -2.1 | -5 | 16 | -9 | -4.2 | -4 | -2 | -2 | 97
COc1ccc2nc(C)c(C(=O)NN)cc2c1 | -6.2 | -15 | 25 | -12 | -1.1 | 2 | 1 | 2 | 106

Records listed so far printed as active in MEKK2wt PB1 HTS.
smiles,VIM-2 inh,NS3 helicase inh,NALP1 yeast inh,IMP-1 inhibitor,PfM18AAP inh,MEKK2mut PB1 HTS,SUMO HTRF inh,MEKK2wt PB1 HTS
CC1=Nc2ccccc2/C1=C\c1nc(-c2ccccc2)oc1O,-1.4,0,1,-5.0,-1,6,15,4.0*

(list continues)
SMILES | VIM-2 inh | NS3 helicase inh | NALP1 yeast inh | DNA FID counter | IMP-1 inhibitor | PfM18AAP inh | MEKK2mut PB1 HTS | SUMO HTRF inh | MEKK2wt PB1 HTS
CN1C(=O)NC(c2ccccc2)C2=C1CN(CCc1ccccc1)C2=O (stereo not drawn) | -1.8 | -3 | -26 | -5 | -1.9 | 3 | -7 | 23 | 83
NC(=S)NN=C(c1ccccc1)c1ccccc1 | -3.5 | -6 | -2 | -14 | -2.4 | 1 | 7 | 4 | 105
O=C(CSc1ccc(-c2ccncc2)nn1)c1ccc(Cl)cc1 | -1.0 | -15 | 0 | -2 | -0.7 | -1 | 2 | -8 | 102
CCOc1ccc(S(=O)(=O)NCCC(=O)NCC2(N3CCCCC3)CCCCC2)cc1 | 0.9 | 2 | 10 | 12 | -2.2 | -3 | 3 | 3 | 98
COC(=O)c1ccc(C)c(NS(=O)(=O)c2ccc(OC)c(OC)c2)c1 | -0.9 | -5 | 5 | -9 | -2.1 | -2 | -1 | 11 | 94
Nc1ccc(C(=O)c2cccs2)cc1[N+](=O)[O-] | -1.7 | -9 | 8 | 3 | -2.5 | -4 | 7 | 10 | 102
COc1cc(/C=C(\C#N)c2nc3ccccc3[nH]2)ccc1OC(=O)c1ccco1 | -2.5 | 4 | 26 | -10 | -2.5 | -4 | 4 | 14 | 107
CN1CCc2c(sc3nc(SCC(=O)N4CCCCC4)n(-c4ccccc4)c(=O)c23)C1 | 2.8 | -41 | 19 | 2 | 0.7 | 11 | -8 | 4 | 95
O=C(NCc1cccs1)C(=O)c1cn(CC(=O)N2CCCC2)c2ccccc12 | -2.1 | -13 | -5 | -9 | -2.9 | 8 | -12 | -7 | 85
COCc1nc2oc3ccc(C)cc3c(=O)c2cc1C(=O)OC | 0.7 | 4 | -10 | -8 | -1.1 | 0 | 1 | 0 | 102
O=C(Nc1cccc(Cl)c1)c1cccc(Oc2ccc([N+](=O)[O-])cc2Cl)c1 | -3.5 | -13 | 16 | 10 | -2.6 | -1 | 9 | -12 | 17*[inhibitor]
O=C(O)CC(NC(=O)COc1ccc(Cl)cc1Cl)C(=O)O (stereo not drawn) | -1.6 | 6 | 2 | 2 | -4.3 | -5 | 2 | 7 | 103

Shown as a markdown table: 11 of the compounds above
| Molecule | VIM-2 inh | NS3 helicase inh | NALP1 yeast inh | DNA FID counter | IMP-1 inhibitor | PfM18AAP inh | MEKK2mut PB1 HTS | SUMO HTRF inh | MEKK2wt PB1 HTS |
| --- | --- | --- | --- | --- | --- | --- | --- | --- | --- |
| NC(=S)NN=C(c1ccccc1)c1ccccc1 | -3.5 | -6 | -2 | -14 | -2.4 | 1 | 7 | 4 | 105 |
| O=C(CSc1ccc(-c2ccncc2)nn1)c1ccc(Cl)cc1 | -1.0 | -15 | 0 | -2 | -0.7 | -1 | 2 | -8 | 102 |
| CCOc1ccc(S(=O)(=O)NCCC(=O)NCC2(N3CCCCC3)CCCCC2)cc1 | 0.9 | 2 | 10 | 12 | -2.2 | -3 | 3 | 3 | 98 |
| COC(=O)c1ccc(C)c(NS(=O)(=O)c2ccc(OC)c(OC)c2)c1 | -0.9 | -5 | 5 | -9 | -2.1 | -2 | -1 | 11 | 94 |
| Nc1ccc(C(=O)c2cccs2)cc1[N+](=O)[O-] | -1.7 | -9 | 8 | 3 | -2.5 | -4 | 7 | 10 | 102 |
| COc1cc(/C=C(\C#N)c2nc3ccccc3[nH]2)ccc1OC(=O)c1ccco1 | -2.5 | 4 | 26 | -10 | -2.5 | -4 | 4 | 14 | 107 |
| CN1CCc2c(sc3nc(SCC(=O)N4CCCCC4)n(-c4ccccc4)c(=O)c23)C1 | 2.8 | -41 | 19 | 2 | 0.7 | 11 | -8 | 4 | 95 |
| O=C(NCc1cccs1)C(=O)c1cn(CC(=O)N2CCCC2)c2ccccc12 | -2.1 | -13 | -5 | -9 | -2.9 | 8 | -12 | -7 | 85 |
| COCc1nc2oc3ccc(C)cc3c(=O)c2cc1C(=O)OC | 0.7 | 4 | -10 | -8 | -1.1 | 0 | 1 | 0 | 102 |
| O=C(Nc1cccc(Cl)c1)c1cccc(Oc2ccc([N+](=O)[O-])cc2Cl)c1 | -3.5 | -13 | 16 | 10 | -2.6 | -1 | 9 | -12 | 17*[inhibitor] |
| O=C(O)CC(NC(=O)COc1ccc(Cl)cc1Cl)C(=O)O (stereo not drawn) | -1.6 | 6 | 2 | 2 | -4.3 | -5 | 2 | 7 | 103 |
